HT1080-NT tox = kills 2HG-producing HT-1080-NT fibrosarcoma cells; HT-1080-NT fibrosarcoma viability, CellTiter-Glo ATP luminescence, 48 h; AID 686970; 1.6% of 360,000 active; Potency, µM (doses to about 46.1 µM), for the others: at the highest dose activity, negative = less viability, most hits filed as cytotoxic;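 note: NT is the 2HG producing partner of a matched IDH1 knockdown line; potency is the fitted concentration of half-maximal effect; 0% = DMSO-treated cells and -100% = media-only wells without cells; nearly all actives have a fitted effect of over 55% in size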
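Fibrosarcoma NT cells, 750 per well in 5% FBS RPMI, were exposed to compound for 48 hours. Viability: CellTiter-Glo luminescence.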
D3 ag = agonists of human D3 dopamine receptor | P35462 | D3R DiscoveRx beta-arrestin cells, luminescence, 90 min | max activation, % | 0.58% of 410,000 active | AID 652048; in the data active = max activation above about 30%; note: 0% is about no effect; mostly tested at two doses, the higher about 12 µM
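Agonist mode: compounds and dopamine controls were applied to plated cells for 90 min at 37 degrees C after an overnight attachment at 1500 cells/well. Luminescent read-out followed 30 - 60 minutes at room temperature with DiscoveRx detection reagent.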
SW480 rerep = induces DNA re-replication in SW480 colon adenocarcinoma cells | 1.8% of 340,000 active | AID 624297 | SW480 DNA re-replication, Hoechst DNA content imaging, 48 h | Potency, µM (highest dose often 46.1 µM), for the others: at the highest dose re-replication activation, most hits filed as activators; note: potency is the fitted concentration of half-maximal effect; % of control where 0% means no effect; nearly all actives have a fitted effect of over 55% in size
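Per well, 250 cells were exposed to pinned compound for 48 hr. Nuclear DNA was visualised with Hoechst (40 min, 37 C) and total object intensity recorded by fluorescence scanning.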
HT1080 IDH1KD tx = HT-1080 IDH1 knockdown cell toxicity (counter line). Potency, µM (doses to about 46.1 µM), without a hit: at the top dose activity, negative = toxicity, most hits filed as cytotoxic. HT-1080 IDH1 knockdown viability, ATP luminescence, 48 h. AID 686971. 2% of 360,000 active;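 note: potency is the fitted concentration of half-maximal effect; 0% = DMSO wells and -100% = cell-free medium wells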
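Luminescent ATP read-out (CellTiter-Glo, 10 min at room temperature) after 48 h compound exposure at 37 °C gave viability of IDH1-knockdown HT-1080 cells. Activity was normalised to DMSO and cell-free wells, then fitted as concentration-response curves.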
IL-1B inflam inh = blocks inflammasome-driven IL-1 beta release; THP-1 LPS/ATP IL-1B secretion, AlphaLISA, 16 h; hits give low values; activity change, % at 57.5 µM; 4.7% of 360,000 active; AID 743279; in the data active = activity change below about -50%; inconclusive = mostly about -30% to -49%; note: % is set by controls: 0 for no effect and ±100 for the full control effect
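THP-1 cells pretreated 1 hr with compounds (up to 57.5 uM final), then stimulated with LPS (250 ng/mL final) plus ATP (1.25 mM final); secreted IL-1B measured by AlphaLISA after 16 hr, decreased signal indicating inhibition.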
KB-V1 MDR tox = KB-V1 MDR subline cytotoxicity; Potency, µM (doses to about 46.1 µM), inactives show at the top dose activity change, negative = cytotoxicity, actives largely listed as cytotoxic; 3.4% of 400,000 active; AID 1347076; KB-V1 MDR cells viability, CellTiter-Glo, 72 h; note: potency is the fitted concentration of half-maximal effect; % is set by controls: 0 for no effect and ±100 for the full control effect; nearly all actives have a fitted effect of over 60% in size
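Cells of the MDR subline KB-V1 are plated, dosed with compound at multiple concentrations, and incubated 72 h at 37 degrees C; CellTiter-Glo is then added and luminescence read after 10 min.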
MCF10A rereplic = inducers of DNA re-replication in MCF 10A breast cells; Potency, µM (highest dose often 46.1 µM), for the others: at the top dose activity, positive = re-replication, hits mostly activators; AID 624296; MCF 10A DNA re-replication, Hoechst nuclear intensity, 48 h; 2.9% of 350,000 active; note: potency is the fitted concentration of half-maximal effect; % of control where 0% means no effect; nearly all actives have a fitted effect of over 50% in size
KB-3-1 tox = KB-3-1 parental cell cytotoxicity. KB-3-1 viability, CellTiter-Glo ATP luminescence, 72 h. Potency, µM (highest dose often 46.1 µM), inactives show top-dose activity change, negative = cytotoxic, most hits filed as cytotoxic. 1.4% of 400,000 active. AID 1347075; note: potency is the fitted concentration of half-maximal effect; % is set by controls: 0 for no effect and ±100 for the full control effect; nearly all actives have a fitted effect of over 60% in size
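KB-3-1 cells, DMEM (no phenol red) + 10% FBS; compound by pin transfer, 72 h, 37 °C. Readout: CellTiter-Glo luminescence after 10 min. Data normalized, curve-fitted.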
GLP1R cytotox = cytotoxic in the GLP-1 receptor inverse agonist counter-screen; HEK293 cAMP-luciferase reporter cells, luminescence, 24 h; Potency, µM (doses to about 38.3 µM), inactives show top-dose activity change, negative = inhibition, usual class: inhibitors; 0.13% of 410,000 active; AID 624418;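 note: loss of luciferase light is scored as toxicity; potency is the fitted concentration of half-maximal effect; % is set by controls: 0 for no effect and ±100 for the full control effect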
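A 23 nL compound transfer followed 12 hours of cell culture at 37 deg C; exposure then lasted 24 hr. Luciferase assay detection reagent was dispensed and plates read for luminescence after a 12 min room-temperature wait.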
An asterisk follows results filed as active; ? = inconclusive; / = no result given; [ ] = another dose, or the depositor's remark. Unless noted, calls come from the whole dose curve; as a rule, active = well fitted curve in the direction sought with a large enough effect; inconclusive = small, poorly fitted or top-dose-only effect, or another doubt; inactive = no such curve, though single readings can be large; an effect the other way counts as inactive or inconclusive.

SMILES	HT1080-NT tox	D3 ag	SW480 rerep	HT1080 IDH1KD tx	IL-1B inflam inh	KB-V1 MDR tox	MCF10A rereplic	KB-3-1 tox	GLP1R cytotox
CCCC(=O)N1CCC(Cc2ccccc2)CC1	?	2	33%	-28%	0	-22%	-6%	-15%	2%
O=c1ccc2ccccc2c2ccccc12	8.2µM*	-11	/	5.8µM*	-115*	?	/	8.2µM*	?
O=C1N/C(=N\N=C\c2cccnc2)SC1Cc1ccc(SC(F)F)cc1 (stereo unspecified)	?	-4	25%	23µM*	107	4.1µM*	?	?	7%
COc1cccc(NC(=O)N2CCN(c3cccc(C)c3C)CC2)c1	-7%	10	0%	1%	-17	-18%	13%	-18%	-14%
Cc1ccc(C(C)C)c(OCCCCN2CCNCC2)c1	-14%	-21	?	-9%	-58*	-17%	11%	?	-4%
COc1cccc2c(=O)n(CC(=O)N3CCC(C)CC3)ccc12	2%	2	-16%	-1%	6	-1%	-2%	3%	-10%
c1ccc(Oc2cccc(CN3CCCCC3)c2)cc1	-2%	-23	-2%	-5%	-2	-15%	-9%	-3%	5%
CCCN(CC(=O)Nc1ccccc1C)C(=O)c1ccc(S(=O)(=O)N2CCCC2)cc1	1%	0	-5%	0%	14	-22%	0%	7%	-1%
O=C(c1nn2c(C(F)(F)F)cc(-c3ccco3)nc2c1Br)N1CCCc2ccccc21	23µM*	3	?	10µM*	6	23µM*	9.2µM*	?	-4%
CS(=O)(=O)Nc1ccc(S(=O)(=O)N2CCCC2)cc1	8%	-2	-3%	9%	27	-5%	-1%	0%	8%
COc1ccc(C(=O)OCc2cc(=O)oc3cc(C)ccc23)cc1S(=O)(=O)N1CCOCC1	1%	-4	/	1%	-22	-23%	/	5%	7%
CCCS(=O)(=O)c1c(S(=O)(=O)CCC)c2ccc(C(N)=O)cn2c1C(=O)OC	-4%	15	5%	1%	-4	11%	5%	1%	2%
COc1nc(OC)nc(N2CCC(C(=O)Nc3cccc4ccccc34)CC2)n1	-4%	0	-8%	-4%	14	-19%	6%	3%	1%
COc1ccc(OC)c(S(=O)(=O)NC(C)(C)C)c1	-1%	-7	-4%	1%	-13	25%	0%	-7%	-3%
CC(C)(C)C(=O)C(C(c1ccccc1)N1CCOCC1)N1CCOCC1 (stereo unspecified)	-3%	5	-7%	8%	2	3%	?	9%	-1%
CC(C(=O)O)N1C(=O)CSc2ncccc21 (stereo unspecified)	17%	-9	0%	11%	29	?	6%	-2%	4%
CCOc1ccc(OCC)c(NC(=O)c2[nH]c(C)c(C(C)=O)c2C)c1	8%	-2	-1%	9%	15	-6%	-3%	13%	-3%
O=C(Nc1nnc(C2CC2)s1)c1cc(S(=O)(=O)N2CCCCC2)ccc1N1CCOCC1	3%	0	21%	-2%	?	6%	-6%	-3%	-20%
CC(C)(C)c1cc(NC(=O)COC(=O)c2ccccc2O)n(-c2ccccc2)n1	3%	1	/	3%	-8	-9%	/	5%	1%
COC(=O)COc1ccc(C2NC(=O)NC(c3ccccc3)=C2C(C)=O)cc1Br (stereo unspecified)	8%	6	-25%	4%	-71*	3%	-4%	18%	-7%
CC(=O)Nc1ccc2nc(SCC(=O)Nc3ccc(N4CCOCC4)c(Cl)c3)sc2c1	0%	1	-1%	-13%	0	-3%	-182%[0.0737 µM]	-11%	-19%
O=C(CC1COc2ccccc2O1)Nc1ccccn1 (stereo unspecified)	7%	0	-4%	9%	-4	1%	-4%	2%	-3%
COc1ccc(NC(=O)CN(C)C(=O)c2cccc(-n3cccc3)c2)cc1	-1%	3	-584%[inhibitor]	5%	-11	-6%	17%	2%	0%
O=C(N/N=C/c1c[nH]c2ccccc12)c1ccc(Br)cc1	-6%	-24	14%	-6%	?	-17%	14%	9%	-5%
Nc1nc(COc2ccc3ccccc3c2)cs1	-22%	-8	?	-15%[9.24 µM]	?	5%	2%	-1%	3%
COc1ccc(N/N=C(/C#N)S(=O)(=O)C(C)(C)C)cc1	3%	3	-2%	0%	7	11%	-1%	-12%	-4%[7.66 µM]
COc1ccc(-c2csc(NC(CO)c3nc4ccccc4n3CCOCCO)n2)cc1 (stereo unspecified)	0%	-5	1%	11%	-11	3%	5%	16%	-14%
O=C(NCc1ccccc1)c1ncn[nH]1	10%	6	-6%	?	25	20%	12%	-6%	-2%
COc1ccccc1N1CCN(C(=O)C(C)NC(=O)c2ccco2)CC1 (stereo unspecified)	0%	-6	12%	1%	17	/	-8%	/	3%
Cc1cccc(-c2nc(SCC(=O)Nc3ccc4c(c3)OCCO4)c(-c3ccccc3)[nH]2)c1	/	0	/	/	/	-15%	/	5%	-22%
CCCOc1ccc(C(=O)CCC(=O)OCC(=O)N(CC)c2c(N)n(Cc3ccccc3)c(=O)[nH]c2=O)cc1	-1%	7	0%	0%	4	26%	-5%	-3%	0%
COc1cccc(CN(C)S(=O)(=O)c2ccccc2Br)c1	1%	2	9%	1%	2	1%	6%	3%	8%
Cc1ccc([N+](=O)[O-])cc1N=C(c1cccc([N+](=O)[O-])c1)N1CCOCC1	?	-14	?	?	-2	0%	-12%	0%	-8%
S=C(c1c[nH]c2ccccc12)N1CCCC1	-3%	6	-1%	-2%	-18	-8%	3%	-2%	6%
O=C(Nc1ncc2c(n1)-c1ccccc1OC2)c1ccccc1Cl	0%	-5	-4%	-4%	-12	-2%	3%	-5%	1%
Cc1cnc(=O)[nH]c1SCC(=O)Nc1cc(C(F)(F)F)ccc1Cl	/	6	/	/	/	0%	/	-3%	-3%

The closing seven records of the section above open the next one:
SMILES	HT1080-NT tox	D3 ag	SW480 rerep	HT1080 IDH1KD tx	IL-1B inflam inh	KB-V1 MDR tox	MCF10A rereplic	KB-3-1 tox	GLP1R cytotox
Cc1cccc(-c2nc(SCC(=O)Nc3ccc4c(c3)OCCO4)c(-c3ccccc3)[nH]2)c1	/	0	/	/	/	-15%	/	5%	-22%
CCCOc1ccc(C(=O)CCC(=O)OCC(=O)N(CC)c2c(N)n(Cc3ccccc3)c(=O)[nH]c2=O)cc1	-1%	7	0%	0%	4	26%	-5%	-3%	0%
COc1cccc(CN(C)S(=O)(=O)c2ccccc2Br)c1	1%	2	9%	1%	2	1%	6%	3%	8%
Cc1ccc([N+](=O)[O-])cc1N=C(c1cccc([N+](=O)[O-])c1)N1CCOCC1	?	-14	?	?	-2	0%	-12%	0%	-8%
S=C(c1c[nH]c2ccccc12)N1CCCC1	-3%	6	-1%	-2%	-18	-8%	3%	-2%	6%
O=C(Nc1ncc2c(n1)-c1ccccc1OC2)c1ccccc1Cl	0%	-5	-4%	-4%	-12	-2%	3%	-5%	1%
Cc1cnc(=O)[nH]c1SCC(=O)Nc1cc(C(F)(F)F)ccc1Cl	/	6	/	/	/	0%	/	-3%	-3%
CNC(=O)c1ccc(S(=O)(=O)c2ccc(Cl)cc2)c(NC(C)=O)c1	6%	3	-6%	-1%	15	-2%	-5%	-17%	-9%
COc1ccccc1C(CNC(=O)C(CCSC)NS(=O)(=O)c1ccccc1F)N1CCCC1 (stereo unspecified)	2%	-14	-25%	-1%	-17	-2%	-11%	8%	11%
CCNC(=S)NC(=NCc1cccnc1)Nc1nc(C)cc(C)n1	-2%	2	-4%	5%	-11	-18%	11%	5%	-3%
O=C(O)c1nc(NCCc2ccccc2)ncc1Cl	25%	-20	-2%	5%	-16	-4%	-7%	16%	0%
O=[N+]([O-])c1ccc(OCCCCCN2CCOCC2)cc1	8%	-13	?	8%	4	16%	5%	7%	0%
N#Cc1ncn(-c2ccc(Oc3ccccc3)cc2)c1N	-1%	1	-11%	5%	7	-24%	11%	?	-4%
CCOc1ccccc1NC(=O)CSc1nc2c(c(=O)n1C)SC(C)C2 (stereo unspecified)	14%	1	-8%	0%	-14	-24%	16%	-17%	-18%
CC(=O)NS(=O)(=O)c1ccc(NC(=O)COc2cccc3c2OC(C)(C)C3)cc1	3%	-1	0%	4%	14	27%	-1%	3%	5%
COc1cc2c(cc1OC)CN(C(=O)/C=C/c1ccc([N+](=O)[O-])cc1)CC2	14%	0	-8%	-4%	-5	26%	18%	0%	-9%
O=C(/C=C/[C@H]1O[C@@H](n2cnc3c(NC(=O)c4ccccc4)ncnc32)[C@H](O)[C@@H]1O)NCCCc1ccccc1	1%	-11	/	12%	-25	0%	/	-1%	-16%
O=C(NCc1ccc(Cl)cc1)C1CCCN(S(=O)(=O)c2cnc[nH]2)C1 (stereo unspecified)	0%	0	-5%	8%	-8	2%	20%	4%	-22%
Cc1cc(C(C)(C)C)cc(C)c1Cn1c2[n+](c3ccc(C(F)(F)F)cc31)CCCCC2	15µM*	0	-10%	?	-108*	0%	?	?	?
CCNC(=S)N/N=C/c1ccco1	15%	7	0%	-4%	12	7%	3%	8%	?
COC(=O)C1=C(C)NC(=O)/C1=C\c1ccc2c(c1)OCO2	11%	-4	-14%	0%	11	11%	11%	16%	-13%
CCC(C)C(NC(=O)C(CC(C)C)NC(=O)C(CO)NC(=O)C1CCC(=O)N1)C(=O)OC (stereo unspecified)	2%	-8	5%	1%	-6	?	?	-4%	0%

High-throughput results from PubChem BioAssay.
